# Screens: PubChem, NCI
# NCI-60 one-dose screen, 48 h, at 10 µM unless noted. Numbers give growth in % (100 = growth as untreated, 0 = no growth, -100 = all killed).
# HL-60(TB): HL-60(TB) leukemia cells | hit rate 9% among 78,000; active means growth percent below 10
# Numbers without * were called inactive; & = joins results of further samples. An excerpt (hit frequency here may not be typical).
SMILES,HL-60(TB)
CC1=C([Se]CC(OC(=O)[C@@H](CO)NC(=O)OC(C)(C)C)C(=O)NC(C)(C)C)C(=O)c2ccccc2C1=O (some centres not stated),-36*
CCN(CC)CCCNC(=O)c1ccc(N)cc1,76
Nc1nc(Nc2cccc(F)c2)nc2ccccc12,29
COc1ccccc1S(=O)(=O)Nc1ccc2c3c(cc(-c4cnn(C5CC5)c4)nc13)C(=O)N2C,-10*
NC(N)=Nc1ccc(Oc2cccc(NC(N)=Nc3ccc(I)cc3F)c2)cc1,67
C1=CCC2OC2C1 (configuration not stated),100
O=C1OC(Cc2ccccc2)C1c1ccccc1 (configuration not stated),85
CCCCCCCCCCCCCCCCNC(=S)N/N=C/c1ccc(OC)cc1,94
Cc1ccc(-n2c(-c3ccc(Cl)cc3)cc(C(=O)OCCO)c2C)cc1O,92
Cc1nc(Nc2ccccn2)sc1C(=O)/C=C/c1ccc(Br)cc1,42
CCO/C=N/c1c(C#N)cnn1-c1cccc(F)c1,117
CCCC(=O)NC(c1ccc2c(c1)OCO2)c1ccc2cccnc2c1O (configuration not stated),-48*
Cc1cc2nc3c4cc([N+](=O)[O-])ccc4n(CCN(C)C)c3nc2cc1C,-4.1*
O=C(/C=C/c1cc2ccccc2[nH]c1=O)c1ccc(C(=O)/C=C/c2cc3ccccc3[nH]c2=O)cc1,67
O=C1NC(=C(Cl)Cl)/C(=N/S(=O)(=O)N2CCC(C3(C(F)(F)F)N=N3)CC2)N1,77
O=C1c2ccccc2C(=O)c2c1oc1ccc3ccccc3c21,100
CC(C)OCCCNc1nc(Cl)nc2c1cnn2C,105
O=C(/C=C/c1cn(-c2ccccc2)nc1-c1ccccc1)NNC(=O)Nc1ccc(Cl)cc1,88
O=C(CCCC#Cc1cccc2nc(C3CC3)n(-c3ccccc3)c(=O)c12)NO,103
Nc1nc(SCc2cccnc2)c2ncn(C3OC(CO)C(O)C3O)c2n1 (configuration not stated),103

# 2 neighbouring entries from above:
SMILES,HL-60(TB)
CC1=C([Se]CC(OC(=O)[C@@H](CO)NC(=O)OC(C)(C)C)C(=O)NC(C)(C)C)C(=O)c2ccccc2C1=O (some centres not stated),-36*
CCN(CC)CCCNC(=O)c1ccc(N)cc1,76

# The main list resumes; the 4 compounds before the break are reprinted first.
SMILES,HL-60(TB)
CC(C)OCCCNc1nc(Cl)nc2c1cnn2C,105
O=C(/C=C/c1cn(-c2ccccc2)nc1-c1ccccc1)NNC(=O)Nc1ccc(Cl)cc1,88
O=C(CCCC#Cc1cccc2nc(C3CC3)n(-c3ccccc3)c(=O)c12)NO,103
Nc1nc(SCc2cccnc2)c2ncn(C3OC(CO)C(O)C3O)c2n1 (configuration not stated),103
C=C(C)CCc1nccc2ccccc12,103
CC1=CC2C(C(O)CC3(C)C2CC(C)C32OCOC23COCO3)C2(C)C/C(=C/O)C(=O)C=C12 (configuration not stated),-12*
NC1[C@H]2CN(c3cnc(C(=O)Nc4cc(F)cc5cccnc45)cn3)C[C@@H]12 (some centres not stated),12
CN(C)c1ccc(/C=C(\C#N)c2nc3ccccc3c(=O)[nH]2)cc1,108
C/C(=N\Nc1ccc(S(N)(=O)=O)cc1)c1cnn(-c2cc(=O)[nH]c3ccc(Br)cc23)c1C,85
O=C(Cn1cc(CN2C(=O)c3ccc([N+](=O)[O-])cc3C2=O)nn1)Nc1ccc(Cl)cc1,99
CS(=O)(=O)OC1CCC(OS(C)(=O)=O)C1 (configuration not stated),101
CCN1CCN(Cc2cn(CC(=O)Nc3ccc4c(ccn4Cc4ccccc4)c3)nn2)CC1,96
COc1cc(-c2nc(SCCC(C)C)nc(N3CCN(C)CC3)c2C#N)cc(OC)c1OC,51
NCCCNCCNCCCN,101
CCOC(=O)NC1c2ccccc2Oc2ccccc21,87
Clc1ccc([C@@H]2C[C@@H]3Cc4cc(Br)c5ccccc5c4N2O3)cc1,93
CCOc1ccccc1NC(=O)N/C(N)=N/c1nc2ccccc2s1,-23*
CCOP(=O)(OCC)C(Cc1ccc(OC)c(OC)c1)N=C(c1ccccc1)c1ccccc1 (configuration not stated),93
O=[N+]([O-])c1ccc(N/N=C(\C(=N/Nc2ccc([N+](=O)[O-])cc2[N+](=O)[O-])c2ccccc2)c2ccccc2)c([N+](=O)[O-])c1,80
COc1cc(N=C2C(=O)N(Cc3ccccc3)c3ccccc32)cc(OC)c1OC,70
CCCCn1cnc2c(Sc3c([N+](=O)[O-])ncn3C)nc(N)nc21,54
COc1ccc(Cl)cc1Nc1nc(C(F)(F)F)ccc1C(=O)N/N=C/c1c(Cl)cccc1Cl,48
O=C(Cn1cc[n+](CC(=O)c2ccc(F)cc2F)c1)Nc1cccc2cccnc12,103
CC(Cc1ccccc1)NC(C#N)c1ccccc1 (configuration not stated),113

# Reformatted tab-delimited: entries from further up
molecule	HL-60(TB)
CCN1CCN(Cc2cn(CC(=O)Nc3ccc4c(ccn4Cc4ccccc4)c3)nn2)CC1	96
CN(C)c1ccc(/C=C(\C#N)c2nc3ccccc3c(=O)[nH]2)cc1	108
COc1ccc(Cl)cc1Nc1nc(C(F)(F)F)ccc1C(=O)N/N=C/c1c(Cl)cccc1Cl	48

# The list continues.
SMILES,HL-60(TB)
COc1cc(C[C@H]2OC(=O)C=C2c2ccc(O)cc2OC)ccc1O,102
COc1ccc2nc(C)c(C3=NNC(c4cc(OC)c(OC)c(OC)c4)C3)nc2c1 (configuration not stated),82
O=C(CCc1nnc(Cn2ccnc2)o1)c1nc2ccccc2[nH]1,106
C1CCC(CC2CCCCC2)CC1,84
CC1CCN(C(Cc2ccccc2Cl)c2ccccc2)CC1 (configuration not stated),96
C=C1SC(=Nc2c(C)cccc2Cl)N(C(=O)c2sc3ccccc3c2Cl)C12CCCCC2,36
Cc1ccc2nc(-c3nc(-c4ccc(C(F)(F)F)cc4)n4ccccc34)[nH]c2c1,111
CCOC(=O)c1[nH]c(C)c(C(=O)O)c1C,92
COc1cccc(/C=N/NC(=O)c2ccncc2)c1,96
NS(=O)(=O)c1ccc(Nc2nc(N/N=C/c3cn(-c4ccccc4)nc3-c3ccc(Cl)cc3)nc(Nc3ccccc3)n2)cc1,92
C=C1c2c(C)nn(-c3ccc(C)cc3)c2N(C)C23C[C@H]1C1(C)c4c(C)nn(-c5ccc(C)cc5)c4N(C)C(C)(C[C@H]12)C3 (some centres not stated),100
Brc1ccccn1,87
CCCOC(=O)C1c2cc3c(cc2CC(C)C1C(=O)OCCC)OCO3 (configuration not stated),111
CC(C)=CC1C(C(=O)OCC(C)C)C1(C)C (configuration not stated),101
Cc1[nH][nH]c(=O)c1C(CC(=O)O)c1ccc(Cl)cc1 (configuration not stated),104
O=C(N/N=C/c1ccc(Cl)cc1)c1ccc(C(F)(F)F)nc1Nc1cccc(C(F)(F)F)c1,-37*
N#C/C(=C\c1cc2ccccc2[nH]1)c1cc(-c2ccc(Cl)cc2)n[nH]1,65
O=C(O)c1ccc(CCl)cc1,102
O=C1O[C@H]2[C@@H](I)[C@H]3C[C@H]2[C@H]1[C@H]3c1ccccc1,100
CC(C)(C)OC(=O)N/N=C/c1ccc2c(c1)CCC2,121

# Look-ups from above.
# Under HL-60(TB), CCOC(=O)c1[nH]c(C)c(C(=O)O)c1C reads 92
# Under HL-60(TB), O=C(Cn1cc[n+](CC(=O)c2ccc(F)cc2F)c1)Nc1cccc2cccnc12 reads 103
# Under HL-60(TB), O=C(/C=C/c1cn(-c2ccccc2)nc1-c1ccccc1)NNC(=O)Nc1ccc(Cl)cc1 reads 88
# Under HL-60(TB), NC1[C@H]2CN(c3cnc(C(=O)Nc4cc(F)cc5cccnc45)cn3)C[C@@H]12 (some centres not stated) reads 12
# Under HL-60(TB), O=C(CCc1nnc(Cn2ccnc2)o1)c1nc2ccccc2[nH]1 reads 106
# Under HL-60(TB), O=[N+]([O-])c1ccc(N/N=C(\C(=N/Nc2ccc([N+](=O)[O-])cc2[N+](=O)[O-])c2ccccc2)c2ccccc2)c([N+](=O)[O-])c1 reads 80

# The listing continues:
SMILES,HL-60(TB)
COC(=O)c1ccccc1OC,89
CCOC(=O)c1cc2c(nc1OC)-c1cnn(-c3ccc(OC)cc3)c1CC2,82
C/C=C\c1cc(OC)c2c(c1)C(C)C(c1ccc(O)c(OC)c1)O2 (configuration not stated),77
COc1cccc(C2=NN3C(C2)c2cc(Br)cc(OC)c2OC32CCN(Cc3ccccc3)CC2)c1 (configuration not stated),103
NCCN1C(=O)C(=O)c2ccccc21,103
Cc1ccc2nc(-c3ccc(C(=O)N/N=C/c4cc(O)c(O)c(O)c4)cc3)[nH]c2c1,85
O=S(=O)(NCCCNc1nccc(-n2ccc3cccnc32)n1)c1ccc(Br)cc1,110
CCN(CC)CCOC(=O)C1(CCC(C)C)CCCCC1,107
CC/C(=C(\CC)c1ccc(OC)cc1)c1ccc(O)cc1,73
O=S(=O)(NCCNc1cc(-c2c(-c3cccc(O)c3)nc3sccn23)ccn1)c1ccc(F)cc1,89
CCCCCCCCCCCCCCCC[N+]1(CC)CCCC1,-70*
COc1ccc(Cn2cc3c(c2)-c2oncc2CC3)cc1,24
CC1=CC2ON(C(=O)c3ccccc3)C1C1C(O)c3ccccc3N3C(=O)CO[C@]213 (some centres not stated),96
N#CC1=C(c2cccs2)Nc2c(c(-c3ccccc3)nn2-c2ccccc2)C12C(=O)Nc1ccc(Cl)cc12 (configuration not stated),-4.5*
CN(C)C(=S)Nc1ccccc1,75
BrC(Br)(Br)COCOCC(Br)(Br)Br,95
O=C(Nc1cccc([N+](=O)[O-])c1)c1ccc(Cl)c(Cl)c1,88
CCN1C(=O)N(CC)C2Nn3c(s/c(=C\c4cccc(F)c4)c3=O)=NC21 (configuration not stated),39
Nc1cccc(-n2c(COc3ccc(OC(F)(F)F)cc3)nc3ccccc32)c1,100&115
COc1ccc(CCN2C(=O)c3[nH]nc(-c4cc(Cl)c(C)cc4O)c3C2c2ccccc2F)cc1 (configuration not stated),87
COc1ccc(C(CN(C)C)C2(O)CCCCC2)cc1 (configuration not stated),134
Oc1cc2ccccc2c(-c2c(O)c(O)cc3ccccc23)c1O,20
O=C(CN1C(=O)c2ccccc2C1=O)N1CCOCC1,91
COc1ccc(C2C3N=C4N(NC(=O)N4c4ccccc4)C3=Nc3nc(-c4ccc(Cl)cc4)nn32)cc1 (configuration not stated),107
COc1ccc(C2Nc3c(c(C(C)(C)C)nn3-c3ccccc3)C(=O)CS2)cc1OC (configuration not stated),100
CC(C)CNC(=O)c1ccccc1Cl,112
CS(=O)(=O)c1ccc(-c2nc3ccccn3c2C=Nc2ccc(F)cc2)cc1,84
NS(=O)(=O)c1ccc(N2N=C(c3cccs3)CC2c2ccccc2O)cc1 (configuration not stated),-26*
CN1CCN(Cc2ccc(NC(=O)c3cncc(C#Cc4cnc(N)c5ncccc45)c3)cc2Cl)CC1,22
COc1ccc2nc3cc(Cl)ccc3c(NCCNCC(C)O)c2c1 (configuration not stated),22
CNC(=O)Oc1cc(Cl)c(Cl)cc1Cl,97
CCCCCCCCCCCCCCCCCCOC(=O)NC1c2ccccc2Oc2ccccc21,93
CN(Cc1ccccc1)C(=O)N/C(N)=N/c1nc2ccccc2s1,69
O=P(NC1CCCCC1)(N1CC1)N1CC1,101
CCCCCCCCOB(OCCCCCCCC)OCCCCCCCC,119
CC1(C)CC[C@]2(C(=O)O)CC[C@]3(C)C(=CCC4[C@@]5(C)C[C@@H](O)[C@@H]6OC(c7cccc(F)c7)OC[C@@]6(C)C5CC[C@]43C)C2C1 (some centres not stated),9.5*
O=C(O)c1cn(C2CC2)c2cc(N3CCN(Cc4cc(-c5ccccc5)no4)CC3)c(F)cc2c1=O,92
O=C(c1ccccc1)C(F)(Cl)Cl,94
CCCCCCCCN(CC(=O)O)CC(=O)O,81
COc1ccc(-c2cc(-c3ccc(OC)cc3)c3sc(=O)[nH]c3n2)cc1,85
COc1ccc(C2CC(c3ccc(Nc4nc(NCCO)nc(N5CCOCC5)n4)cc3)=Nc3c(N)nc(N)nc3N2)cc1 (configuration not stated),91
Clc1ccc(-c2nnc(CNc3ccccn3)o2)cc1,102
CC1CCC(=NNS(=O)(=O)c2ccc([N+](=O)[O-])cc2)CC1 (configuration not stated),101
C[C@@H]1C(=O)N(C[C@H](Cc2ccccc2)NC(=O)OCc2ccccc2)[C@]1(Cc1ccccc1)C(=O)OCc1ccccc1,37
NS(=O)(=O)c1ccc(NC(=O)N2CCN(c3ccc(Cl)c(Cl)c3)CC2)cc1,88
CC(C)=CCCC(C)c1ccc(C)c2c1OCN(CCCCC(=O)O)C2 (configuration not stated),77
O=c1[nH]c(=O)c2ccccc2o1,101&93
CC(=O)OCCN(CCOC(C)=O)CCOC(C)=O,100
COc1ccc(C(=O)C[n+]2ccn(CC(=O)Nc3cccc4cccnc34)c2)cc1,70
O=P(OCC1CCCO1)(OCC1CCCO1)OCC1CCCO1 (configuration not stated),102
Nc1ccc2c(O)c(N=Nc3ccc([N+](=O)[O-])cc3)c(S(=O)(=O)O)cc2c1,104
COc1ccc(CCNC(=O)Cn2nc(N3CCCCC3)ccc2=O)cc1OC,108
COc1cccc(-c2nc3cc(NC(=O)c4ccc(Cl)c(C#N)c4)ccc3o2)c1,100
C=CCN1C(=O)[C@]2(SC1=S)[C@H](c1cccc(Cl)c1)CN(C)[C@]21C(=O)NC2C=CC(Cl)=C[C@H]21 (some centres not stated),-40*
CCCCn1c(C)nc2ccc(Nc3nc(N4CCOCC4)nc4nc[nH]c34)cc21,90
COc1cc(/C=N/NC(=O)c2cn3c4c(c(N5CCN(C)CC5)c(F)cc4c2=O)OCC3C)ccc1O (configuration not stated),83
Cc1cc(=S)oc2c(O)c(O)ccc12,51
Cn1c2c(Cl)c(Cl)ccc2c2cn[nH]c(=O)c21,97
O=C(Nc1ccccc1O)c1ccccc1,99
CCN(CC)CCC(CNc1c2ccc(Cl)cc2nc2ccc(OC)cc12)c1ccccc1 (configuration not stated),29
CC12CCC3C4CCC(=O)C=C4CCC3C1CC1CC(=O)OC12 (configuration not stated),105
COc1ccccc1C(O)c1ccccc1 (configuration not stated),95
